NCI-60 one-dose screen, 48 h, at 10 µM unless noted. Numbers give growth in % (100 = growth as untreated, 0 = no growth, -100 = all killed).
HL-60(TB) – HL-60(TB) leukemia cells; 9% of 78,000 active; active means growth percent below 10
Active calls of the source: *; & = joins results of further samples; [ ] = remark or other dose. Only part of the results is shown; count on the stated rates, not on these rows.

smiles,HL-60(TB)
CCCCCCCCCCCCCCCCCCOP(=O)([O-])OC1CC[N+](C)(C)CC1,-37*
O=C(O)c1ccc(I)cc1,110
CCCCCCCCCC(=O)Oc1ccc(/C(=C(/C)c2ccccc2)c2ccc(OCCN3CCCC3)cc2)cc1,-30*
Cc1nc2[nH]c(=O)n(O)c(=O)c2s1,96
Cc1oc(-c2ccc(Cl)cc2)nc1/C=C/C(=O)c1ccc(Cl)cc1,94
C=CCn1cc(-c2nc3ccccc3s2)c2cc(-c3ccc4c5c(cccc35)C(=O)N(CCN3CCOCC3)C4=O)ccc21,99
Nc1cc(S(=O)(=O)O)cc2cccc(O)c12,89
CCOP1(=O)CC(C)=C(Cl)C(P(=O)(OCC)OCC)C1 (stereo unspecified),107
CCCC(C)C1(CC)C(=O)NC(=O)NC1=O (stereo unspecified),115
N=c1c2cc(-c3ccccc3)oc2ncn1/N=C/c1ccc(Br)cc1,109
Cc1cc(=O)oc2cc(OC(=O)CN3CCN(C)CC3)ccc12,122
C/C(=C\c1cccs1)[N+](=O)[O-],90

Arranged by length of the SMILES (low to high): 5 of the compounds above
smiles,HL-60(TB)
O=C(O)c1ccc(I)cc1,110
C/C(=C\c1cccs1)[N+](=O)[O-],90
Cc1cc(=O)oc2cc(OC(=O)CN3CCN(C)CC3)ccc12,122
CCCCCCCCCCCCCCCCCCOP(=O)([O-])OC1CC[N+](C)(C)CC1,-37*
CCCCCCCCCC(=O)Oc1ccc(/C(=C(/C)c2ccccc2)c2ccc(OCCN3CCCC3)cc2)cc1,-30*

(further entries)
smiles,HL-60(TB)
O=C(O)CCNC(=O)C1CCC(=O)CC1,105
CC(C)(C)c1ccc(OS(=O)(=O)c2ccccc2)cc1,102
CC(=O)OCC(=O)[C@@]1(O)CC[C@H]2[C@@H]3CCC4=CC(=O)CC[C@]4(C)[C@H]3[C@@H](O)C[C@@]21C,85
COC(=O)c1c(NC(=O)C(F)(F)F)sc2c1CCC1(C2)OCCO1,109
N[C@@H](Cc1cn(-c2c3ccccc3nc3ccccc23)nn1)C(=O)O,95
O=C(Nc1cccnc1)c1ccc2nc(-c3ccccc3)c(-c3ccccc3)nc2c1,26
CC1(C)Cc2c(Br)c(Br)c(Br)c(OCC(O)CN3CCN(c4ccccn4)CC3)c2O1 (stereo unspecified),61
S=c1oc(-c2cc(-c3ccccc3)nc3ccccc23)nn1CN1CCN(c2ccccc2)CC1,103
COc1cc(CNS(=O)(=O)c2ccc(C)cc2)ccc1OCc1cn(-c2ccccc2)nn1,85
Nc1cc(C(=O)Nc2ccc(C3=NCCN3)cc2)ccc1C(=O)Nc1ccc(C2=NCCN2)cc1,84
Cc1cccc2[nH]c(=O)cc(-n3ncc(C#N)c3N)c12,103
Cc1nc(-c2ccc(Cl)cc2)ccc1NC(=O)Nc1ccc2c(c1)OCO2,76

Three entries from above, with each value named.
O=C(O)CCNC(=O)C1CCC(=O)CC1
  HL-60(TB) = 105
CC(C)(C)c1ccc(OS(=O)(=O)c2ccccc2)cc1
  HL-60(TB) = 102
CC(=O)OCC(=O)[C@@]1(O)CC[C@H]2[C@@H]3CCC4=CC(=O)CC[C@]4(C)[C@H]3[C@@H](O)C[C@@]21C
  HL-60(TB) = 85

(next part)
smiles,HL-60(TB)
C[C@@]1(CCC#N)[C@H]2CC[C@@H]3[C@H]4[C@H](C(=O)/C=C/c5cccnc5)CC[C@]4(C(=O)NC4CCCCC4)CC[C@@]3(C)[C@]2(C)CC[C@H]1C(=O)/C=C/c1cccnc1,30
O=C(CSc1nc(NC(=O)CN2CCN(c3cc4c(cc3F)c(=O)c(C(=O)O)cn4C3CC3)CC2)cc(=O)[nH]1)Nc1ccc(Cl)cc1,101
COc1ccc(-n2c(=O)n(-c3nc4ccc(F)cc4s3)c(=O)c3ccccc32)cc1,99
Cc1sc(NC(=O)COc2ccc(-c3ccccc3)cc2)c(C(N)=O)c1C,84
O=c1c2c3c(sc2nc(SCc2nc(=S)[nH][nH]2)n1-c1ccc(Cl)cc1)CCCC3,100
C=CCC(=O)OCC1CC2C=CC1C2 (stereo unspecified),105
CCCCc1nc(/C=C/C(=O)C2C(=O)N(C)C(=O)N(C)C2=O)c(Cl)[nH]1,99
CCOC(=O)C1=C(C)NC(=O)NC1c1cccs1 (stereo unspecified),61
O=[N+]([O-])c1ccc(Nc2ccccc2)nc1,109
COc1ccc(-c2nn(-c3ccccc3)cc2/C=N/Nc2nc(Nc3ccccc3)nc(Nc3ccc(S(N)(=O)=O)cc3)n2)cc1,101
CC(C)c1ccc(NC(=O)Nc2ccc(NC(=O)CCCC(=O)Nc3ccccc3O)cc2)cc1,14
CC1(C)CC(=O)C2=C(C1)Nn1c(nc(-c3ccccc3)cc1=O)N=C2c1ccc(Cl)cc1,100
O=C(NC(=S)Nc1ccc(S(=O)(=O)c2ccc(NC(=S)NC(=O)c3ccccc3)cc2)cc1)c1ccccc1,72
CC/C=C\C/C=C\C[C@H](O)C/C=C1/C(=O)C=C[C@H]1C/C=C\CCC(=O)OC,1.5*[8.25 µM]
N#C/C(=C\c1ccc2c(c1)OCO2)C(N)=O,45
COc1cc(CNC(=O)[C@]23CCC(C)(C)CC2C2=CCC4[C@@]5(C)CCC(OC(C)=O)C(C)(C)C5CC[C@@]4(C)[C@]2(C)CC3)ccc1OCc1cn(-c2ccc(Cl)c(Cl)c2)nn1 (stereo partly specified),113
Oc1ccccc1/C=C/c1nc2ccccc2n2c(=S)[nH]nc12,98
COc1cc(NC(=O)c2ccccc2)c(OC)cc1N,95
NC(N)=NS(=O)(=O)c1ccc(N=Nc2c(N)[nH]n(C(=O)c3ccccc3)c2=O)cc1,108
CC(C)CCSc1nc(Nc2ccccc2)c(C#N)c(-c2ccccc2)n1,77
c1ccc2c(c1)OCCC2(c1c[nH]c2ccccc12)c1c[nH]c2ccccc12,64
CCCc1n(Cc2ccc3ccccc3n2)cc[n+]1Cc1ccc2ccccc2c1,-54*
CC(=O)OC1[C@@H](OC(C)=O)[C@H](OC(C)=O)C2(CO2)[C@H](OC(C)=O)[C@H]1OC(C)=O (stereo partly specified),119
CC(C)(C)Nc1nc2c(OCCc3ccccc3)cccn2c1-c1cccc([N+](=O)[O-])c1,86
CC(=O)N(c1ccccc1)c1ccccc1,99
O=C1/C(=C/c2cn(-c3ccccc3)nc2-c2ccccc2)SC(=S)N1c1ccccc1,103
Cn1c2ncccc2c2c3c(c4c5ccccc5ccc4c21)C(=O)NC3=O,88
NC(=O)N1C(=O)C=CC1=O,111
CC(C)CSc1nc(-c2ccc(F)cc2)c(C#N)c(N2CCCCC2)n1,101
Cc1ccc2c(c1)C(=O)N(CC[P+](c1ccccc1)(c1ccccc1)c1ccccc1)C2=O,47
O=[N+]([O-])c1ccccc1NC1c2ccccc2Oc2ccccc21,-14*
COc1ccc(-c2cc(-c3ccc(OC)cc3)n3nc(NC(C)=O)nc3n2)cc1,104
CCOC(=O)c1c(C)nc2c(c1N)/C(=C/c1ccc[nH]1)C(=O)N2Cc1ccc(OC)c(F)c1,92
O=C(O)CSCc1nnc2n(Cc3ccccc3)c(=O)c3c4c(sc3n12)CCCC4,95
Cc1nn(-c2ccc(F)cc2)c2nc(-c3ccc([N+](=O)[O-])cc3)[nH]c(=O)c12,102
CCOC(=O)c1ccc2c(c1)OC(NCc1ccc(C#N)cc1)C(=O)N2C (stereo unspecified),93
COc1ccc(Cl)c(C(=O)O)c1,97
CC(CNc1ccc(Cl)cc1)(CNc1ccc(Cl)cc1)[N+](=O)[O-],93
NC(N)=N/N=C/c1cc([N+](=O)[O-])ccc1OCC(=O)O,114
COc1cc(/C(Cl)=N/N=C(\Cl)c2ccc(NC(=O)CO)cc2)cc(OC)c1OC,60
CC(=O)Nc1ccc2ncc(C(N)=O)c(Nc3ccc(C)cc3)c2c1,107
CC(C)N(c1ccc(Cl)cc1)c1nc(-c2ccc([N+](=O)[O-])cc2)cs1,97
CN(C(=O)C1CC=CCC1C(=O)N(C)c1ccccc1)c1ccccc1 (stereo unspecified),96
O=C1c2ccccc2C(=O)c2c1ccc1[nH]c(CCl)nc21,-37*
COc1cccc(NC(=O)CCC(=O)O)c1,98
COc1ccc(CSc2nc3cc(OC)c(OC)cc3c(=O)n2-c2ccccc2OC)cc1,98
CCCN1C(=O)c2c(Br)c(Br)c(Br)c(Br)c2C1=O,94
COc1cc(/C=C/C(=O)c2cc(-c3ccccc3)ccc2O)cc(OC)c1OC,43

6 neighbouring entries from above, for reference:
smiles,HL-60(TB)
CN(C(=O)C1CC=CCC1C(=O)N(C)c1ccccc1)c1ccccc1 (stereo unspecified),96
O=C1c2ccccc2C(=O)c2c1ccc1[nH]c(CCl)nc21,-37*
COc1cccc(NC(=O)CCC(=O)O)c1,98
COc1ccc(CSc2nc3cc(OC)c(OC)cc3c(=O)n2-c2ccccc2OC)cc1,98
CCCN1C(=O)c2c(Br)c(Br)c(Br)c(Br)c2C1=O,94
COc1cc(/C=C/C(=O)c2cc(-c3ccccc3)ccc2O)cc(OC)c1OC,43

(listing goes on)
smiles,HL-60(TB)
CC1CCN(CCCCCOc2ccc3oc4ccc(Cl)cc4c(=O)c3c2)CC1,40
S=c1nc[nH]c2c1cnn2-c1ccccc1,135
Cc1ccc(C2=Nc3ccc(Cl)cc3C3=NCNC(=S)N23)cc1,115
O=C1NC(=O)/C(=C\c2ccco2)S1,74
O=C(c1cccc(Cl)c1)N1CCN(c2ccnc3cc(Cl)ccc23)CC1,93
COc1nc(OC)nc(-c2cc(-c3ccc(Br)cc3)no2)n1,96
Cn1c(O)c(N=Nc2nc(-c3cc4ccccc4oc3=O)cs2)c2ccccc21,106
COc1cc(=O)oc(/C=C/C=C/C=C/C(C)=C\C2(C)OC(C)C(C)(O)C2O)c1C (stereo unspecified),139
O=S1(=O)CC2=C1/C=C/CCCC2,103
CC(=O)NNc1nc(C)cs1,94
OC1(Cc2ccccc2)CCN(c2ccc3nnc(Cl)n3n2)CC1,102
O=C1c2ccccc2C(=O)N1CCCCl,84

Next structures:
Compound | HL-60(TB)
N#Cc1c(-c2ccc(F)cc2)nc(NN2C(=O)CCC2=O)nc1N1CCOCC1 | 88
COc1cc(C2=Cc3[nH][nH]c(=O)c3C(c3sc(N(C)Cc4ccccc4)nc3Cl)C2)cc(OC)c1OC (stereo unspecified) | 104
COc1ccc(-c2cc(-c3cc(OC)c(OC)c(OC)c3)[nH]c(=O)c2C#N)cc1 | 102
CCOC(=O)c1ccccc1OC(=O)NNc1ccccc1 | -7.8*
CCCCCCCCCCCCCCCCCCOc1ccccc1CC(=O)OCC[N+](CC)(CC)CC | -21*
CCOC(=O)c1ccc(NC(=S)NC(=O)c2ccc(Br)cc2)cc1 | 102
Cc1ccc(-c2nc([P+](c3ccccc3)(c3ccccc3)c3ccccc3)c(N3CCOCC3)o2)cc1 | -28*
CCc1ncc(C(O)c2ccc(Cl)cc2)n1Cc1ccccc1 (stereo unspecified) | 99
NC(=O)c1ccccc1NC(=O)c1ccccc1C(=O)O | 97
NS(=O)(=O)c1ccc(Nc2nc(N/N=C/c3ccc(-n4ccnc4)cc3)nc(Nc3ccccc3)n2)cc1 | 110
CCn1cc(C(=O)O)c(=O)c2cc(F)c(N3CCN(S(=O)(=O)c4ccc(Cl)cc4)CC3)cc21 | 9.0*
COc1ccc(C[n+]2c3ccccc3n3c4ccc([N+](=O)[O-])cc4ccc32)c(OC)c1OC | 93
COC(=O)C1C(=O)n2c(c(C)c3ccccc32)[C@@]2(C)CCC[C@H]1C2 (stereo partly specified) | 98
CC(C)(C)OC(=O)N1C=C/C(=C\Cn2cc(-c3ccccc3)nn2)CC1 | 76
COc1cc2cc(C(=O)N3C[C@@H](CCl)c4c3cc(OC(=O)N(CCC(=O)N3CCN(C)CC3)[C@H]3CCSSC3)c3ccccc43)[nH]c2c(OC)c1OC | -35*
O=C1OC(c2ccccc2)C(O)=C1c1ccccc1 (stereo unspecified) | 101
Cc1ccc(S(=O)(=O)N/N=C2\CC(C)(C)OC2(C)C)cc1 | 92
C#CCOCC1CNC(=S)O1 (stereo unspecified) | 103
COc1ccc(Br)c(C(C)=O)c1 | 89
CCOC(=O)COc1c(C)cc(SSc2cc(C)c(OCC(=O)OCC)c(C)c2)cc1C | 88
O=c1c(N2CCOCC2)c(N2CCOCC2)c1=O | 98
CC1=C(C(=O)c2ccccc2)C(c2cccc3ccccc23)n2c(nc3ccccc32)N1 (stereo unspecified) | 59
O=C(NCNC(=O)c1ccccc1)c1ccccc1 | 107
CCN(CC)CCOc1ccc2c(c1)C(=O)c1cc(OCCN(CC)CC)ccc1-2 | 37&94
COc1cc(-c2nccc3[nH]c(-c4cccc5[nH]ccc45)nc23)cc(OC)c1OC | -41*
Cc1ccc(C[N+](C)(C)C)cc1 | 101
COc1cc(C2CC(c3ccc(C)cc3)=NN2C=O)ccc1Oc1ccnc2cc(Cl)ccc12 (stereo unspecified) | 95
COCCn1cc(-c2csc(-c3cn(C)c4ccc(Br)cc34)n2)c2cccnc21 | 51
Cc1cc(C)c2c(n1)nn1c(-c3cc4c(ccc5ccccc54)oc3=O)ccnc21 | 99
CCOC(=O)c1cnn2c(-c3ccc(Cl)cc3)nc(N3CCCCC3)nc12 | 84
CCOC(=O)C(C(=O)OCC)P(=S)(S)c1ccccc1 (stereo unspecified) | 94
Clc1ncc(Br)c(N2CCC3(CC2)OCCO3)n1 | 102
Cc1ccc(-c2nc(SCC(=O)NCCc3ccc(S(N)(=O)=O)cc3)[nH]c(=O)c2C#N)cc1 | 113
c1ccc2scnc2c1 | 74
C#CCOc1ccc2ncnc(Nc3cccc(CNC(=O)CCl)c3)c2c1 | 35[8.25 µM]
CCCCCC1CCCCN1C(=O)OCCCC (stereo unspecified) | 102
COc1cccc(/C=C/C(=O)c2ccc(NC(=O)c3cc4cc5cc(C)ccc5nc4s3)cc2)c1 | 100
COc1cc2c(cc1OCCCCn1c(-c3cccs3)nc3ccccc31)N=C[C@@H]1CCCN1C2=O | -19*
O=C(OCC1OC(n2ccc(=O)[nH]c2=O)C2OC12)c1ccccc1 (stereo unspecified) | 80
S=C(Nc1ccccn1)c1ccccn1 | 103
Cc1ccc(C(C)C)cc1NC=O | 118
CCCCCCCCCCOC(=N)c1ccc(O)c(OCC)c1 | 69
COc1ccc([N+](=O)[O-])cc1C(=O)Nc1cccc(-c2cc(=O)c3c(OC)c(OC)c(OC)cc3o2)c1 | 89
